LMPTP inh = LMPTP phosphatase inhibitors, primary screen, biochemical, fluorescence intensity, uHTS; 360,000 tested, 0.22% active; inhibition, % at 20 µM; Low molecular weight phosphotyrosine protein phosphatase (Homo sapiens), P24666; recombinant LMPTP-A, OMFP fluorogenic substrate; AID 651560, 2012;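 active = compounds that cut the enzyme signal by at least half of the control window in the single-dose screen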;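 also: plate controls were DMSO wells with enzyme plus substrate for no effect and substrate without enzyme for full effect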
Target sequence (P24666 whole entry, looked up): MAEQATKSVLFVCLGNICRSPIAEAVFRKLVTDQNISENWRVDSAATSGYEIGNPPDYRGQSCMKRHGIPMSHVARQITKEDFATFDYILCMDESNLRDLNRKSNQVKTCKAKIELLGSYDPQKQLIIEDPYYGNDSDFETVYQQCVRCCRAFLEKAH
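Assay system: LMPTP-A enzyme. Input: 0.625 nM LMPTP-A final. Probe or stimulus: 400 µM OMFP. Compound dosing: single 20 µM dose. Schedule: 50 min dark incubation at room temperature. Detection: fluorescence intensity of OMFP turnover product. Read-out: percent inhibition versus substrate-only and uninhibited controls. Benchmarks: no-enzyme low control, uninhibited high control.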
NadD inh = inhibitors of S. aureus NadD, primary screen, biochemical, colorimetric, uHTS | inhibition, % at 20 µM | AID 602399, 2012 | purified NadD enzyme, colorimetric absorbance read-out | Nicotinate-nucleotide adenylyltransferase NadD (Staphylococcus aureus N315) | 360,000 tested, 0.78% active; in the data active = inhibition above about 26%; also: some compounds past the cut are filed as inactive
DNMT1 inh = human DNMT1 methyltransferase inhibitors, primary screen, biochemical, molecular beacon, fluorescence, HinP1I cleavage, uHTS. DNA (cytosine-5)-methyltransferase 1 (Homo sapiens), P26358. inhibition (reported as % activation of signal), % at 10 µM. 360,000 tested, 0.83% active. AID 588458, 2011; in the data active = inhibition above about 50%
Scp1 inh = Scp-1 phosphatase inhibitors, primary screen, biochemical, colorimetric, uHTS. Recombinant Scp1, phosphopeptide, malachite green phosphate absorbance. inhibition, % at 20 µM. 340,000 tested, 0.88% active;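 active = inhibition above about 50% at 20 µM, limit read from the data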;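 also: plate controls were DMSO wells with enzyme for no effect and wells lacking enzyme for full effect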
Target sequence (Q9GZU7 76-261 limits assumed): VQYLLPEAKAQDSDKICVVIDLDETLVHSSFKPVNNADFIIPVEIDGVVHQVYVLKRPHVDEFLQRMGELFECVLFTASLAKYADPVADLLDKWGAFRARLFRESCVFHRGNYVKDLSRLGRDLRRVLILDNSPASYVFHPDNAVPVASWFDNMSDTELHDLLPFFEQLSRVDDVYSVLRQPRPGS
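Test system: SCP-1 catalytic domain; Buffer or medium: Acidic Tris acetate buffer with magnesium and detergent; Also added: Phosphorylated 17-residue peptide substrate; Compound: single 20 µM dose, 1% DMSO; Schedule: enzyme reaction 45 min at room temperature, colour 5 min, stabilisation 30 min; Signal: Phosphate-binding colour reagent, absorbance read at 630 nm.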
SUMO1 PPI mod = modulators of SUMO1 protein-protein interactions, primary screen, biochemical, uHTS. SUMO1 binding to a labelled peptide, TR-FRET, 1 h. inhibition, % at 20 µM. 360,000 tested, 0.33% active; in the data active = inhibition above about 37%
Target sequence (P63165 whole entry, looked up): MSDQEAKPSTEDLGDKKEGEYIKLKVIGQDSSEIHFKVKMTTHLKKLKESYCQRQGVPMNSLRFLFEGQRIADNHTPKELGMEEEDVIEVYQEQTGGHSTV
STEP block = STEP phosphatase inhibitors, primary screen, biochemical, fluorescence intensity, uHTS | Tyrosine-protein phosphatase non-receptor type 5 (Homo sapiens), P54829 | recombinant STEP, OMFP fluorogenic substrate | inhibition, % at 20 µM | 360,000 tested, 0.25% active | AID 588621, 2011;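 active = inhibition at 20 µM, scaled per plate between control wells, above about 37%, limit read from the data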;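 also: 0% = DMSO with enzyme and substrate and 100% = substrate only without enzyme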
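medium = Bis-Tris buffer pH 6.0, 2.5 mM DTT, 0.005% Tween 20 | test system = STEP (striatal-enriched tyrosine phosphatase) enzyme, cell-free | measure = normalized % inhibition | compound dosing = 20 µM, 1% DMSO | also added = 25 µM OMFP | schedule = reaction 20 min, ambient temperature | measured by = fluorescence read at 480 nm ex / 540 nm em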
SKN-1 block = suppressors of acrylamide-induced Pgst-4::GFP reporter in worms, primary screen, SKN-1 inhibitor project, whole organism, uHTS, GFP/RFP fluorescence ratio, strain VP596; C. elegans VP596 Pgst-4::GFP/RFP ratio, 24 h; 360,000 tested, 0.49% active; inhibition, % at 21.8 µM; AID 624304, 2012;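 active = interference check ratio from 0.5 to 1.5 plus GFP to RFP signal ratio inhibition reaching or exceeding a fixed threshold, cut at about 30% in these data, passing the limit was not always enough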; also: some compounds called inactive have numbers as strong as hits
NRP1-CendR mod = modulators of CendR peptide binding to NRP-1, primary screen, biochemical, fluorescence polarization, uHTS; FAM-RPARPAR peptide binding to NRP-1; 360,000 tested, 0.85% active; inhibition, % at 25 µM; AID 602438, 2012;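 active = inhibition or corrected inhibition above about 18%, plus a signal ratio from 0.5 to 1.5, limit read from the data, passing the limit was not always enough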; also: strong numbers were not always called active
MT1-MMP act inh = blockers of MT1-MMP proenzyme processing, primary screen, HT1080 RFP-PRO-GFP cells, GFP/RFP fluorescence; AID 651647, 2012; GFP/RFP ratio change, % at 20 µM; GFP/RFP ratio fluorescence, overnight; percent of plate control window, DMSO zero; 360,000 tested, 0.061% active; Matrix metalloproteinase-14 (Homo sapiens), P50281;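 active = GFP/RFP ratio change of at least 30% with cell ATP level not reduced by more than half and red fluorescence within 50% of control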; also: strong numbers were not always called active
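Assay system: RFP-PRO-GFP reporter HT1080 cells; read-out basis: GFP/RFP fluorescence ratio; benchmarks: DMSO wells and RFP-L50D-GFP cells; doses: 20 µM single dose, 1% DMSO; schedule: overnight cell settling, then overnight compound exposure, 37 °C, 5% CO2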
Rpn11 block = Rpn11 (PSMD14) deubiquitinase inhibitors, primary screen, biochemical, fluorescence polarization, uHTS. AID 588493, 2011. 360,000 tested, 0.59% active. human 26S proteasome, Ub4-pepOG fluorescence polarization; 20S core pre-blocked with epoxomicin. 26S proteasome non-ATPase regulatory subunit 14 (Homo sapiens), O00487. calls only at 20 µM;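 active = inhibition at 20 µM, scaled to each plate's controls, above about 33%, limit read from the data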
Target sequence (O00487 whole entry, looked up): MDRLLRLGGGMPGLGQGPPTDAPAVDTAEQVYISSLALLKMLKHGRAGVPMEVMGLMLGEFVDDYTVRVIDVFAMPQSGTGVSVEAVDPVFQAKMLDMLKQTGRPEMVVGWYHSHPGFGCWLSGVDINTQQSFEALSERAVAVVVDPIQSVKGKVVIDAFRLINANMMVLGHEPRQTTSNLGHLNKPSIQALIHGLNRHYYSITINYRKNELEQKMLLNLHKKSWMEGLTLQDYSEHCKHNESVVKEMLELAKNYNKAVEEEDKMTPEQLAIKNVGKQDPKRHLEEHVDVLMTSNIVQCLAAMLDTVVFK
* = called active by the depositor; i = inactive; . = no result given; + = active, no number.

molecule	NRP1-CendR mod	SUMO1 PPI mod	Rpn11 block	STEP block	MT1-MMP act inh	Scp1 inh	LMPTP inh	DNMT1 inh	NadD inh	SKN-1 block
CC(=O)c1ccc(N2CCN(C(=O)c3cc(-c4ccncc4)nc4ccc(Br)cc34)CC2)cc1	-0.3	1.3	i	1.2	-2.8	4.8	3.0	-5.0	6.2	0.7
CC(=O)CCS(=O)(=O)c1ccc(Oc2ccc(S(=O)(=O)CCC(C)=O)cc2)cc1	-2.4	-1.1	i	1.2	-1.3	-0.3	-1.2	-0.6	-2.1	-4.1
O=C(NCCS(=O)(=O)N1CCN(c2cccc(Cl)c2)CC1)C1CC1	-0.3	6.4	i	-0.9	0.0	3.9	0.5	-4.2	-2.7	5.9
CCn1cc(CNC(=O)c2cc(COc3ccc(F)cc3Cl)on2)cn1	-6.3	2.7	i	1.5	11.9	3.2	-0.7	-4.2	-5.4	-5.2
Cc1nc(SCC(=O)NC(C)(C)C)c2c(-c3cccs3)csc2n1	3.2	-5.9	i	0.9	-0.1	0.7	-0.3	3.0	-1.6	-5.3
Cc1ccccc1NC1(C#N)C(=O)Nc2ccccc21 (stereo not drawn)	1.0	-18.4	i	1.7	-0.8	0.2	1.4	-2.7	-10.1	-5.9
C[C@@]12CCC3[C@@](CC[C@@H]4[C@](C)(C(=O)O)CCC[C@@]34C)(C[C@H]1O)C2 (stereo partly drawn)	-1.9	-1.9	i	-3.1	-1.7	-4.0	0.8	-2.4	-4.5	-13.3
O=C(CNC(=O)c1cccc(N2C(=O)c3ccccc3C2=O)c1)Nc1ccc(F)c(F)c1	-5.8	-7.7	i	0.7	10.3	-2.2	1.0	8.1	-6.1	14.3
O=C(/C=C/c1ccccc1[N+](=O)[O-])c1ccc(F)cc1	17.2	-18.5	i	2.7	-0.9	-7.4	0.2	2.2	-8.6	-1.9
O=C(Nc1cc2cccc([N+](=O)[O-])c2oc1=O)c1cccs1	-0.1	-9.1	i	3.3	6.1	-7.0	1.6	9.0	-1.0	21.7
CC(C)CN1CCN(CCCc2ccccc2)C(CCO)C1 (stereo not drawn)	11.1	-2.5	i	0.9	-2.1	-6.0	-0.6	-1.3	-2.9	5.8
O=C1NC(=O)C(c2ccccc2)(c2ccc(Cl)cc2Cl)N1 (stereo not drawn)	-16.1	1.1	i	-0.8	12.5	-2.2	0.9	6.8	2.3	-6.5

Further records:
molecule	NRP1-CendR mod	SUMO1 PPI mod	Rpn11 block	STEP block	MT1-MMP act inh	Scp1 inh	LMPTP inh	DNMT1 inh	NadD inh	SKN-1 block
COc1cc2cc(CN(CCN3CCOCC3)C(=O)Nc3ccc(F)cc3)c(=O)[nH]c2cc1OC	12.4	0.7	i	1.0	2.5	-0.7	0.7	-5.0	2.8	-4.1
O=C(NCCN1CCOCC1)c1cc(-c2ccc(Cl)s2)nc2ccccc12	3.0	-39.6	i	2.1	3.1	7.0	0.0	2.1	-5.6	3.4
O=C(NCC1CCCO1)C(C(=O)c1ccccc1)n1cc(Cl)ccc1=O (stereo not drawn)	12.9	3.0	i	0.8	2.6	-2.4	-1.8	-0.9	-1.1	-21.4
O=C(Nc1ccncc1)c1ccc(N2CCCC2=O)cc1	-8.8	5.2	i	-1.9	6.0	-2.7	-1.4	-1.8	-5.0	2.4
O=C(NCc1ccco1)c1cc([N+](=O)[O-])ccc1N1CCOCC1	14.5	-24.5	i	-1.4	-4.5	-5.6	-0.1	3.9	-6.2	2.4
COc1cccc(Nc2nc3cc(OC)ccc3cc2C#N)c1	-5.5	8.5	i	-1.3	-1.6	3.6	1.1	-0.7	-6.7	-7.6
Cc1ccc(N=Cc2c(O)c3ccccc3n(C)c2=O)cc1	-0.5	-45.8	i	0.6	-3.7	-2.8	2.0	0.5	-2.3	-5.7
CC(C)c1ccc(N2CC(C(=O)Nc3nccs3)CC2=O)cc1 (stereo not drawn)	-9.1	3.8	i	6.9	3.3	-0.3	0.1	-3.2	-2.5	-12.1
COc1ccccc1NC(=O)N(Cc1ccc2c(c1)OCO2)Cc1nc2ccccc2c(=O)[nH]1	-7.7	1.4	i	1.8	-3.6	20.1	0.1	-4.9	6.0	26.8
Fc1ccc(NC(=S)N2CCN(c3cccc(C(F)(F)F)c3)CC2)cc1	3.2	2.9	i	1.6	3.5	1.6	2.6	-1.9	-4.6	-2.3
CCn1c(SCC(=O)Nc2ccc(C(=O)OC)cc2)nnc1-c1cccs1	-19.1	8.3	i	-0.8	-2.1	-13.4	-1.1	3.1	1.2	17.6
CCC(C)NC(=O)/C=C1\Sc2ccccc2NC1=O (stereo not drawn)	-6.6	-11.1	i	2.9	4.8	-7.6	-1.0	-1.7	0.2	12.5

The listing continues:
molecule	NRP1-CendR mod	SUMO1 PPI mod	Rpn11 block	STEP block	MT1-MMP act inh	Scp1 inh	LMPTP inh	DNMT1 inh	NadD inh	SKN-1 block
CC(C)CC(=O)N(Cc1ccc(F)cc1)C1CCS(=O)(=O)C1 (stereo not drawn)	-10.9	-0.2	i	-1.4	-1.3	-12.8	-0.4	-0.3	-1.2	6.6
CCOC(=O)Nc1ccc(OC)cc1S(=O)(=O)N1CCCCC1	-30.5	0.9	i	5.6	17.0	-0.4	-0.1	0.7	1.7	-10.9
Cc1nc(SCC(=O)NC2CCS(=O)(=O)C2)c2c3c(sc2n1)CCCC3 (stereo not drawn)	-21.2	3.8	i	1.8	-3.0	-6.2	1.9	0.2	-3.4	-4.5
CCOc1cc(C)c(C(C)C)cc1S(=O)(=O)NCc1ccccn1	-0.1	-0.8	i	1.0	2.1	-2.4	-0.5	6.7	0.2	-47.0
CCOC(=O)Cn1cnc2c(cnn2-c2ccccc2)c1=O	8.1	3.5	i	-1.1	-0.7	-1.3	-1.5	0.9	-8.4	11.9
COc1ccc(S(=O)(=O)N2CCN(CCOc3ccc(Br)cc3)CC2)cc1OC	4.6	-4.7	i	-0.1	6.9	-3.3	0.7	-6.3	-10.3	13.9
COc1ccc(Br)cc1CNc1ccc2[nH]c(=O)[nH]c2c1	-4.9	5.6	i	1.5	0.1	-8.4	1.1	-9.7	2.7	12.6
Cc1[nH]c2ccccc2c1C(c1ccncc1)N1CCN(c2ccc(F)cc2)CC1 (stereo not drawn)	-10.6	-0.6	i	1.1	0.4	-6.7	2.6	-14.5	14.1	9.8
Cc1cc(-c2ccc(C(C)C)c(S(=O)(=O)N3CCC(C)CC3)c2)on1	0.7	3.9	i	2.9	-2.0	-11.3	3.8	1.0	-1.7	-3.4
CC1(C)Cc2c(sc(/N=C/N3CCCCCC3)c2C#N)C(C)(C)N1	4.4	-1.3	i	-1.9	1.6	0.8	0.6	-3.4	-1.6	6.9
COc1ccc(CCNC(=O)CCc2ccc(S(=O)(=O)NCC(C)C)cc2)cc1OC	6.8	-0.9	i	5.0	1.0	6.2	-0.2	3.8	-7.3	-7.3
Fc1ccc(-n2nnc(-c3cccnc3Cl)n2)cc1	7.9	-1.7	i	-0.9	-2.0	-6.5	2.1	0.6	-8.2	67.8*

6 entries out of the list above, sorted by the number in DNMT1 inh, low to high.
Structure	DNMT1 inh
Cc1[nH]c2ccccc2c1C(c1ccncc1)N1CCN(c2ccc(F)cc2)CC1 (stereo not drawn)	-14.5
COc1ccc(S(=O)(=O)N2CCN(CCOc3ccc(Br)cc3)CC2)cc1OC	-6.3
CC1(C)Cc2c(sc(/N=C/N3CCCCCC3)c2C#N)C(C)(C)N1	-3.4
Cc1nc(SCC(=O)NC2CCS(=O)(=O)C2)c2c3c(sc2n1)CCCC3 (stereo not drawn)	0.2
CCOC(=O)Nc1ccc(OC)cc1S(=O)(=O)N1CCCCC1	0.7
CCOC(=O)Cn1cnc2c(cnn2-c2ccccc2)c1=O	0.9

Whole records from above.
`C[C@@]12CCC3[C@@](CC[C@@H]4[C@](C)(C(=O)O)CCC[C@@]34C)(C[C@H]1O)C2` (stereo partly drawn) across the screens: NRP1-CendR mod = -1.9; SUMO1 PPI mod = -1.9; Rpn11 block = i; STEP block = -3.1; MT1-MMP act inh = -1.7; Scp1 inh = -4.0; LMPTP inh = 0.8; DNMT1 inh = -2.4; NadD inh = -4.5; SKN-1 block = -13.3
`CCOC(=O)Cn1cnc2c(cnn2-c2ccccc2)c1=O` across the screens: NRP1-CendR mod = 8.1; SUMO1 PPI mod = 3.5; Rpn11 block = i; STEP block = -1.1; MT1-MMP act inh = -0.7; Scp1 inh = -1.3; LMPTP inh = -1.5; DNMT1 inh = 0.9; NadD inh = -8.4; SKN-1 block = 11.9

Next part.
molecule	NRP1-CendR mod	SUMO1 PPI mod	Rpn11 block	STEP block	MT1-MMP act inh	Scp1 inh	LMPTP inh	DNMT1 inh	NadD inh	SKN-1 block
Cc1cc(C)cc(NC(=O)CCn2c(=S)[nH]c3ccccc3c2=O)c1	-6.7	1.8	i	1.5	1.7	-5.2	-1.2	9.6	-2.0	5.3
O=C1CSC(=S)N1N=Cc1c[nH]c2ccc(Br)cc12	-53.5	3.7	+	-2.5	-3.2	.	1.4	-42.2	9.4	14.9
C=CCOc1cccc(C(=O)N2CCCC(CCC(=O)NCc3ccccc3F)C2)c1 (stereo not drawn)	9.2	-1.8	i	-3.1	-3.5	-7.1	-0.8	0.7	-3.5	1.8
Cc1cc2cc(CNC(=O)COc3ccccc3)ccc2n1C	11.2	-32.1	i	0.3	34.6	-10.6	31.9	7.9	9.4	64.8
C=CCc1ccc(OCC(O)CN2CCN(c3ccccc3OC)CC2)c(OC)c1 (stereo not drawn)	-4.1	7.3	i	0.0	1.5	-7.0	1.3	0.3	-5.6	6.2
CC(NC(=O)/C(=C\c1ccco1)NC(=O)c1ccccc1Br)C(=O)O (stereo not drawn)	-12.1	4.1	i	-3.1	-7.8	16.1	-1.6	9.9	3.3	7.8
CN(C[C@H](Cc1ccccc1)N(C[C@H](Cc1ccccc1)N(CCc1cc(C(F)(F)F)cc(C(F)(F)F)c1)N=O)N=O)N=O	17.4	4.0	i	3.0	-8.0	-7.1	0.7	9.8	-5.0	15.0

Source: PubChem

Rows are unselected; about 3.9% have a hit in one of these screens.
